GC-B act: human GC-B receptor activators, primary screen, HEK293 GC-B cells, cGMP TR-FRET, EC30 CNP. Atrial natriuretic peptide receptor 2 (Homo sapiens), P20594. 0% at EC30 CNP, 100% saturating CNP. activation, % at 10 µM. hit rate 0.11% among 370,000;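 active = activation at 10 µM reaching about 35% in either raw or pattern-adjusted values, limit read from the data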
SMARCA2 activ: SMARCA2 (BRM) function activators, primary screen, cell-based, luminescence, high throughput; MG213 cells, MMTV-luciferase reporter, dexamethasone, overnight; activation, % at 9.1 µM; hit rate 1% among 370,000; AID 652017, 2013; in the data active = activation above about 7.8%;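 also: 0% = vehicle wells and 100% = reference activator wells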
hgDAF12 agonist: H. glycines DAF-12 receptor agonists, primary screen, cell-based, luminescence, HEK293, GAL4 fusion, UAS-luciferase | HEK293 GAL4-hgDAF12 UAS-luciferase reporter, agonist luminescence; normalized to butyrate control | activation, % at 6.8 µM | hit rate 1.8% among 370,000;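 active = activation above a cutoff set at the mean of all screened compounds plus 3 SD, cut at about 10% in these data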;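 also: 0% = DMSO wells and 100% = sodium butyrate wells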
HGIII-sPLA2 inh: human group III sPLA2 inhibitors, primary screen, biochemical, QFRET, BODIPY PC-A2 liposome substrate; QFRET BODIPY PC-A2 liposome hydrolysis, fluorescence; inhibition, % at 12.2 µM; hit rate 0.56% among 370,000;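 active = inhibition above mean plus 3 SD of compounds lying within the high and low control bounds, cut at about 19% in these data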;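 also: 0% = median of test compound wells and 100% = no enzyme DMSO wells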
ADAM10 inh: human ADAM10 inhibitors, primary screen, biochemical, QFRET, HTS; Disintegrin and metalloproteinase domain-containing protein 10 (Homo sapiens), O14672; recombinant ADAM10, EDANS/DABCYL FRET peptide cleavage, 3 h; inhibition, % at 7 µM; hit rate 0.62% among 370,000; AID 720582, 2013;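 active = inhibition above a per-campaign cutoff equal to the mean of compounds falling between control-based bounds plus 3 SD, cut at about 20% in these data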;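 also: 0% = DMSO wells while the 100% control is not disclosed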
DAX1 inh-1: DAX1 (NR0B1) inhibitors, primary screen, cell-based, HEK293, Gal4-DAX1, luciferase luminescence. inhibition, % at 6.75 µM. AID 504766, 2011. HEK293 Gal4-DAX1 luciferase reporter. Nuclear receptor subfamily 0 group B member 1 (Homo sapiens), P51843. hit rate 0.99% among 340,000;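 active = inhibition above the mean over all tested compounds plus 3 SD, cut at about 4.2% in these data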;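 also: 0% = DAX1-transfected cells with DMSO and 100% = empty-vector control cells with DMSO; inhibition shows as a rise in luminescence from relieved DAX1 repression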
hcDAF12 agonist: H. contortus DAF-12 nuclear receptor activators, primary screen, cell-based, luminescence, HEK293, lit1-tk-luc reporter; activation, % at 6.8 µM; HEK293 hcDAF-12 lit1-tk-luc reporter; 0% DMSO, 100% Δ7-dafachronic acid; hit rate 1.4% among 370,000;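 active = activation above the mean of all tested compounds plus 3 SD, cut at about 5.5% in these data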;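 also: 100% = response to 3 µM Δ7-dafachronic acid high control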
FXN GAA850 act: FXN promoter activators, primary screen, cell-based, luciferase luminescence, HEK293 lucGAA850. hit rate 0.56% among 360,000. HEK293 lucGAA850 FXN promoter luciferase reporter, 24 h; percent of 10 µM SAHA response. activation, % at 6 µM;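 active = activation above the average of all compounds screened plus 3 SD, cutoff fixed separately per campaign, cut at about 7.5% in these data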;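 also: 0% = DMSO wells and 100% = 10 µM SAHA wells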
NPR1 activator: GC-A stimulated cGMP production enhancers – HEK293 GC-A cells, cGMP TR-FRET, EC30 ANP, primary screen; hit rate 0.14% among 370,000; AID 1671463, 2021; Atrial natriuretic peptide receptor 1 (Homo sapiens), P16066; 0% at EC30 ANP, 100% saturating ANP; activation, % at 10 µM; in the data active = activation above about 40%
Target sequence (P16066 whole entry, looked up): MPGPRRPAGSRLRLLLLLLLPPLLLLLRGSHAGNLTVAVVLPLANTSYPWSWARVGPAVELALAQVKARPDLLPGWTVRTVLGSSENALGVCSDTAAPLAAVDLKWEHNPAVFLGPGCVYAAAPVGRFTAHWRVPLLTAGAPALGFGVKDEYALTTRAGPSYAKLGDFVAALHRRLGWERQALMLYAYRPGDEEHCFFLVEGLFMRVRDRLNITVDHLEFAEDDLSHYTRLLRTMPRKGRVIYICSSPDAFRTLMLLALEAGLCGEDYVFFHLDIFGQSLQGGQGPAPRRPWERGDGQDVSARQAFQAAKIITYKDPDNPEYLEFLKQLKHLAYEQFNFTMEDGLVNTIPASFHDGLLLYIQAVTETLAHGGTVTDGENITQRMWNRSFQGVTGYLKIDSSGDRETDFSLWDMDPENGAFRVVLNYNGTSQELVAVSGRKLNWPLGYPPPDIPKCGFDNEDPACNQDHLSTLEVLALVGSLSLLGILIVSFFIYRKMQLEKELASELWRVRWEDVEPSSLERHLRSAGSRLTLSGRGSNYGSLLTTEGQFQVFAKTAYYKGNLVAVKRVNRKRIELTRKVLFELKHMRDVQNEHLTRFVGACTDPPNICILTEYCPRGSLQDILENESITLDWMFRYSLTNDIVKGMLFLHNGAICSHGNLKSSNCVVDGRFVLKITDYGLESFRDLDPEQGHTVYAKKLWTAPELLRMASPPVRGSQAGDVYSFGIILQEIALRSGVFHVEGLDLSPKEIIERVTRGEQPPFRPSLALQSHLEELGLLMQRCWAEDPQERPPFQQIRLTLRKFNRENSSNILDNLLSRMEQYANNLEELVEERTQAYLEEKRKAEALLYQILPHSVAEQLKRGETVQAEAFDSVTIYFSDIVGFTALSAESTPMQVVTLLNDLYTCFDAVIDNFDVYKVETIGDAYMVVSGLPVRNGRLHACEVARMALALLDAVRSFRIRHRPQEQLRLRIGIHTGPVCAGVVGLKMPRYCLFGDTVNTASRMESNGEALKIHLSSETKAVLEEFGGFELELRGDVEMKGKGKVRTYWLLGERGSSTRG
ssDAF12 agonist: S. stercoralis DAF-12 nuclear receptor activators, primary screen, cell-based, luminescence, HEK293, GRIP1 co-expression, lit1-tk-luc; Nuclear hormone receptor DAF-12 (Strongyloides stercoralis); HEK293 ssDAF-12/GRIP1 lit1-tk-luc reporter; % of 3 µM dafachronic acid response; activation, % at 6.8 µM; hit rate 1% among 370,000; AID 652126, 2013;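 active = activation above the mean over all tested compounds plus 3 SD, cut at about 0.9% in these data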;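 also: 0% = DMSO-only wells and 100% = 3 µM delta7-dafachronic acid wells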
DAX1 inh-2: DAX1 (NR0B1) inhibitors on StAR promoter, primary screen, cell-based, luminescence, SF-1 (NR5A1), full-length DAX-1; HEK293T StAR-luciferase reporter, SF-1/DAX-1 repression relief; inhibition, % at 6.8 µM; hit rate 1.1% among 370,000; AID 652010, 2013;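 active = inhibition above the mean over all tested compounds plus 3 SD, cut at about 3.6% in these data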;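 also: 0% = DAX-1 cells with DMSO and 100% = cells lacking DAX-1 with DMSO; higher inhibition means more luminescence from relief of DAX-1 repression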
Active calls of the source: *; i = inactive; x = not tested or not shown. Compounds were not picked by outcome. About 6.6% of those tested had a hit in this group.

#1 Cc1n[nH]c(=O)n1-c1ccc(OCc2ccccc2)cc1
#2 CCOc1ccc(OCc2ccc(C(=O)Nc3cccc(C)n3)o2)cc1
#3 CC(C)Oc1c(Br)cc(Br)cc1/C=N/NC(N)=S
#4 O=C(NCc1cccnc1)C(=O)NCC1OCCCN1S(=O)(=O)c1ccc(Cl)cc1 (configuration not stated)
#5 NC(=O)[C@@H]1CCCN1C(=O)c1ccc2nc(Cc3ccccc3F)oc2c1
#6 O=C(Nc1ccc2c(c1)CCC2)c1cc2ccccc2o1
#7 CCc1cc2c3c(c(=O)oc2cc1O)CCCC3
#8 COc1ccc(NC(=O)c2cc(-c3cc(Cl)ccc3O)n[nH]2)c(OC)c1
#9 O=C(NCc1ccccn1)c1ccc(Cl)s1
#10 Cn1c(=O)c(=O)n(C)c2cc(S(=O)(=O)N3CCN(Cc4ccc5c(c4)OCO5)CC3)ccc21

compound no.	1	2	3	4	5	6	7	8	9	10
GC-B act	4	-7	-2	2	5	3	-1	8	1	0
SMARCA2 activ	-1	3	-3	0	7	-2	-4	1	-2	-5
hgDAF12 agonist	5.7	1.1	-2.7	-0.1	2.9	17*	0.9	-0.8	-1.3	-2.3
HGIII-sPLA2 inh	6	-8	1	-6	-2	-12	-6	-4	3	-1
ADAM10 inh	-9	1	4	3	-6	11	i	4	-6	-9
DAX1 inh-1	4.0	-0.2	0.0	1.4	1.9	2.2	0.2	0.1	1.4	x
hcDAF12 agonist	-0.1	-1.6	-4.2	2.2	0.3	7.9*	2.6	-1.3	0.8	1.1
FXN GAA850 act	3.5	1.9	-2.9	1.3	1.9	1.1	-0.3	0.5	0.9	x
NPR1 activator	0	-4	-13	0	1	4	3	7	-1	2
ssDAF12 agonist	0.1	-1.9	-2.1	-1.1	-0.1	1.6*	-0.5	-1.2	-0.9	-1.1
DAX1 inh-2	1.4	0.3	-1.1	-0.3	0.5	2.8	-0.6	0.1	0.2	-0.4

#11 Cc1cc(=O)n(CCCO)c(O)c1C#N
#12 CC(=O)NCc1ccc(C(=O)COC(=O)COc2ccc(Cl)c(C)c2)s1
#13 CC(=O)c1noc(C)c1C(=O)Nc1nccs1
#14 CCc1nnc(NC(=O)CN2C(=O)NC3(CC(C)CC(C)(C)C3)C2=O)s1 (configuration not stated)
#15 COc1ccccc1Nc1nc2c(s1)CCC2
#16 OCc1ccc2c(c1)c(-c1ccc3c(c1)OCCO3)c(-c1ccccc1)n2-c1ccccc1
#17 C/C(=N/NC(=O)CSc1nnc(-c2ccccc2)n1-c1ccc(Cl)cc1)c1cccc(O)c1
#18 O=C(CN1CCN(S(=O)(=O)N2CCOCC2)CC1)Nc1ccc(Cl)c(Cl)c1
#19 CCC1=NN2C(=N)/C(=C\c3cccn3-c3ccc(OC)cc3)C(=O)N=C2S1
#20 CCN(C(=O)Cn1c(=O)n2nc(CCn3nc(C)cc3C)nc2c2ccccc21)c1cccc(C)c1

compound no.	11	12	13	14	15	16	17	18	19	20
GC-B act	2	-4	-7	7	1	12	-22	-2	-3	-4
SMARCA2 activ	1	-3	-1	-3	3	-2	-1	-5	0	-3
hgDAF12 agonist	2.4	-0.4	-2.2	-2.2	0.8	-1.0	6.6	-2.1	0.5	3.8
HGIII-sPLA2 inh	2	3	-10	4	5	14	-2	6	-21	5
ADAM10 inh	-15	-10	-4	-8	-6	-182	6	3	1	-6
DAX1 inh-1	0.0	2.3	-0.4	0.8	-0.1	4.4*	x	-0.5	0.1	-0.4
hcDAF12 agonist	-1.6	-0.3	0.7	-1.4	-0.4	2.1	-1.2	-1.1	-1.3	0.1
FXN GAA850 act	-1.2	-0.5	0.3	-0.5	2.2	1.1	x	2.4	3.7	-2.1
NPR1 activator	-1	6	0	1	3	-1	-23	-5	2	-11
ssDAF12 agonist	-0.2	-0.5	-0.7	-0.6	-1.1	0.4	0.1	-1.0	-1.0	-1.9
DAX1 inh-2	0.4	-0.6	-0.1	0.7	0.6	0.0	-0.8	-0.5	0.7	-1.9

#21 CC(C)Oc1ccc(S(=O)(=O)N2CCOCC2)cc1NC(=O)C1COc2ccccc2O1 (configuration not stated)
#22 CN(C(=O)/C=C/c1ccco1)c1ccccc1C(=O)O
#23 CCc1nc2c(OCC(=O)c3ccc(F)cc3)cccn2c1N(C)C(=O)c1ccccc1F
#24 COc1ccc(Nc2ccc(S(=O)(=O)N3CCCCC3)cc2[N+](=O)[O-])cc1OC
#25 Cc1ccc(-c2ccc(/C=C(\C#N)C(N)=S)o2)c([N+](=O)[O-])c1
#26 O=C(CCNC(=O)c1ccc(Cl)cc1)Nc1ccc(F)cc1F
#27 O=C(COC(=O)c1ccco1)Nc1ccccc1
#28 COc1ccc2[nH]c3c(c2c1)CCN1C(=O)C(CC(=O)NCCCn2ccnc2)C[C@H](C(=O)N2CCCCC2)[C@@]31C (some centres not stated)
#29 CN1C(=O)C(CC(=O)Nc2ccc3c(c2)Cc2ccccc2-3)N(C)C1=O (configuration not stated)
#30 CN(C)S(=O)(=O)c1cccc(NC(=O)/C=C/c2ccc(S(=O)(=O)N3CCOCC3)cc2)c1

compound no.	21	22	23	24	25	26	27	28	29	30
GC-B act	2	4	-4	10	-5	4	1	-5	-4	-1
SMARCA2 activ	2	-2	4	-1	-4	-1	0	1	2	-5
hgDAF12 agonist	2.0	-0.4	2.6	-2.6	4.2	0.4	1.0	-0.1	-0.5	-4.3
HGIII-sPLA2 inh	0	1	-33	10	18	0	11	-6	-6	-27
ADAM10 inh	-6	-91	-19	-4	-8	-3	-3	-4	6	-2
DAX1 inh-1	-1.0	-0.3	x	-0.6	-0.2	-0.9	-0.1	-0.1	0.3	-1.8
hcDAF12 agonist	-1.9	2.9	-0.8	-0.2	-1.0	-0.3	-0.5	0.3	2.1	-2.6
FXN GAA850 act	-0.3	0.6	0.6	3.0	-0.3	4.8	2.6	0.6	1.1	-1.5
NPR1 activator	3	0	7	7	0	1	-1	3	2	-4
ssDAF12 agonist	-1.6	-1.2	-0.7	-1.4	0.1	-0.9	-0.8	-1.1	-0.5	-2.0
DAX1 inh-2	-0.5	0.6	-1.6	-0.4	-0.7	-0.6	0.5	-0.1	0.0	-4.4

Single records (already shown). Order of values: GC-B act	SMARCA2 activ	hgDAF12 agonist	HGIII-sPLA2 inh	ADAM10 inh	DAX1 inh-1	hcDAF12 agonist	FXN GAA850 act	NPR1 activator	ssDAF12 agonist	DAX1 inh-2
Record of CN(C)S(=O)(=O)c1cccc(NC(=O)/C=C/c2ccc(S(=O)(=O)N3CCOCC3)cc2)c1 : -1	-5	-4.3	-27	-2	-1.8	-2.6	-1.5	-4	-2.0	-4.4
Record of O=C(COC(=O)c1ccco1)Nc1ccccc1 : 1	0	1.0	11	-3	-0.1	-0.5	2.6	-1	-0.8	0.5

(more compounds)
#31 CCc1ccc(OCCCC(=O)Nc2ccc(N3CCCCC3)cc2)cc1
#32 COc1ccc2cc(C(=O)C3CCCN(C(=O)c4cc(=O)n(C)c(=O)n4C)C3)ccc2c1 (configuration not stated)
#33 COC(=O)[C@]12C[C@H](CC(=O)NCCc3ccccc3OC)C(=O)N(CCC3=CCCCC3)C1=C[C@H](C1CCCC1)O[C@@H]2C
#34 COCCC(=O)N1CCC(Oc2ccc(C(=O)NCc3csc(C)n3)cc2)CC1
#35 COC(=O)c1sc(-c2ccc(C(C)(C)C)cc2)cc1NC(=O)CSCC(=O)O
#36 O=C(NCC(c1ccc(F)cc1)N1CCOCC1)c1cccnc1Sc1ccccc1 (configuration not stated)
#37 COc1ccccc1NC(=O)CSc1nnnn1-c1ccc2c(c1)OCO2
#38 CCC(=O)Nc1c(-c2cccs2)c(=O)c2ccccc2n1C
#39 O=S1(=O)c2ccc(Br)cc2OC[C@@H](c2ccccc2)N1Cc1cn(CCC2OCCO2)nn1
#40 COc1ccc(C(=O)N(C)C2(C)CCS(=O)(=O)C2)cc1OC (configuration not stated)

compound no.	31	32	33	34	35	36	37	38	39	40
GC-B act	-2	-1	-4	1	-2	-2	-5	-5	1	1
SMARCA2 activ	-1	-2	0	3	1	-4	2	3	-5	-3
hgDAF12 agonist	0.7	-1.1	6.5	0.7	1.5	-3.2	-1.8	2.7	-0.1	0.0
HGIII-sPLA2 inh	9	-4	9	1	-17	10	-6	6	14	13
ADAM10 inh	2	i	0	-2	-58	-4	3	-29	-6	2
DAX1 inh-1	-0.5	0.8	x	-0.2	1.7	-0.3	-1.1	-0.1	x	1.8
hcDAF12 agonist	-0.1	-1.9	-0.3	0.9	-0.3	2.8	-0.5	-0.2	-1.6	-2.2
FXN GAA850 act	-0.4	1.3	x	-1.1	1.7	0.2	0.7	-0.2	x	-1.0
NPR1 activator	1	-1	-2	-1	7	-3	5	-2	2	1
ssDAF12 agonist	-1.1	0.1	-1.1	-1.5	-1.9	-0.1	-0.8	-0.9	-1.3	-1.2
DAX1 inh-2	-0.2	-0.2	-1.2	0.3	0.9	0.8	-0.8	-0.3	-2.4	-0.9

#41 CC(C)(C)OC(=O)N1CCC(NC(=O)c2[nH]c(C(F)(F)F)nc2-c2ccccc2)CC1
#42 CN1OC[C@@H]2CN3C(=Nc4cc(C(F)(F)F)cc(C(F)(F)F)c4)Sc4ccccc4[C@@H]3C[C@@H]21
#43 CCCCn1c(N)c(N(Cc2ccccc2OC)C(=O)CCC(C)C)c(=O)[nH]c1=O
#44 Cn1c(-c2ccccc2)cnc1NCc1ccccc1

compound no.	41	42	43	44
GC-B act	1	3	6	-1
SMARCA2 activ	-8	-5	-1	1
hgDAF12 agonist	2.9	-2.6	-0.3	2.6
HGIII-sPLA2 inh	-10	17	1	-3
ADAM10 inh	0	-11	-3	0
DAX1 inh-1	x	x	-0.5	-0.6
hcDAF12 agonist	-0.8	-1.4	1.0	3.1
FXN GAA850 act	x	x	-0.1	1.6
NPR1 activator	2	-9	2	-2
ssDAF12 agonist	-0.4	-0.7	-1.6	-0.8
DAX1 inh-2	-0.6	-0.6	-0.1	-0.2
